# Compound activity: PubChem, several laboratories
# PPARg SRC1 recr: PPARgamma agonists recruiting SRC-1 coactivator, primary screen, biochemical; PPARgamma-SRC-1 coactivator recruitment biochemical assay; activation, % at 8 µM; 200,000 tested, 0.41% active; AID 631, 2007; in the data active = activation above about 19%;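 note: 0% = DMSO and 100% = reference agonist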
# Target sequence (P37231 whole entry, looked up): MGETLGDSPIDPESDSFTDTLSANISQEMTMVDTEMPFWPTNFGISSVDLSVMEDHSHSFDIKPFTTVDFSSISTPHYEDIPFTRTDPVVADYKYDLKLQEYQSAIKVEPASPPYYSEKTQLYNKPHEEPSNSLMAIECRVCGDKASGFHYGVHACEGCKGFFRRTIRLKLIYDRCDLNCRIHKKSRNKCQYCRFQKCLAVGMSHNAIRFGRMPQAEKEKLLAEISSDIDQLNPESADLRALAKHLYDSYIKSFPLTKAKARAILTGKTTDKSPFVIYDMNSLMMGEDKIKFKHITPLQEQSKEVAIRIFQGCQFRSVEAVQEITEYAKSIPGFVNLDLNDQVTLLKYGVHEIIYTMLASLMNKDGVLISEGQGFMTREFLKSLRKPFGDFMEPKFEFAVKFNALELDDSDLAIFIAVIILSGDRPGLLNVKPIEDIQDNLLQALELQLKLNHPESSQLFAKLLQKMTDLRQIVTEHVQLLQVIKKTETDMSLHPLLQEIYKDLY
# Diaphorase act: compounds boosting diaphorase resazurin reduction – biochemical, uHTS, resorufin fluorescence, counter-screen for diaphorase-coupled primary assays, primary screen | activation factor at 20 µM | Diaphorase/resazurin coupled assay, 16 min; stronger effect = higher value; 1 = vehicle wells, 0 = NADH-free wells | 190,000 tested, 0.005% active;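 active = diaphorase activity raised at least twofold by the compound at 20 µM; inactive = activation factor below 2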
#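 Material: Purified diaphorase enzyme from Clostridium kluyveri | Buffer or medium: 50 mM HEPES pH 7.4 with 4.542 mM MgCl2, 0.005% Tween 20 | Times: 16 min enzyme reaction, ambient temperature | Signal: Red resorufin fluorescence at 544/590 nm excitation/emission | Measure: Increased resorufin signal from activators or reducing compounds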
# PPARg SRC-2 ag: agonists of PPARg-SRC-2 recruitment, primary screen, biochemical, HTS; Peroxisome proliferator-activated receptor gamma (Homo sapiens), P37231; PPARgamma LBD-SRC-2 recruitment; activation, % at 8 µM; 200,000 tested, 0.34% active; AID 1032, 2008; in the data active = activation above about 22%;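 note: 0% = vehicle and 100% = reference agonist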
# SRC2 TRFRET art: TR-FRET signal artefacts, primary screen, artefact control for PPARgamma SRC-2 agonist project, biochemical; TR-FRET artefact counter-screen; stronger effect = higher value; TR-FRET ratio at 8 µM; 200,000 tested, 0.4% active; in the data active = TR-FRET ratio above about 2000; note: inactives centre near 1500
# PMI act hi M6P: human PMI activators, high substrate, primary screen, biochemical, fluorescence intensity, near-saturating mannose 6-phosphate | Mannose-6-phosphate isomerase (Homo sapiens), P34949 | 190,000 tested, 0.34% active | coupled PMI enzyme assay, resazurin fluorescence, 20 min; stronger effect = higher value; 1 = untreated enzyme, 0 = substrate-free blank | activation factor at 20 µM;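 active = activation factor of 2 or more at 20 µM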
# Target sequence (P34949 whole entry, looked up): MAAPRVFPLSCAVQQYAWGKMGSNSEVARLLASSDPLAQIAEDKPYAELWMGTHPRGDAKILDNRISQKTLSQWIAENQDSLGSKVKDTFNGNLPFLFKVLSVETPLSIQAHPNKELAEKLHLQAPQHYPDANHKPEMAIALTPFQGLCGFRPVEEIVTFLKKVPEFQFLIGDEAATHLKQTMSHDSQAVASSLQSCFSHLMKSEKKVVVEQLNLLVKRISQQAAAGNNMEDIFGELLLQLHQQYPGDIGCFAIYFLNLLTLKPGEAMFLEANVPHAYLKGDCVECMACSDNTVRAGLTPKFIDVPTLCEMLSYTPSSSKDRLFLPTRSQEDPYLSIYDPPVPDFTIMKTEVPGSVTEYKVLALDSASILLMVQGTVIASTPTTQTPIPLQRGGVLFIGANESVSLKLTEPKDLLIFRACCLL
#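 Test system: human PMI in coupled enzyme assay; Input: PMI at 15 ng/mL final; Medium: HEPES buffer, pH 7.4; Schedule: 20 min incubation at room temperature; Technique: resorufin fluorescence at Ex 544/Em 590 nm; Compound: 20 µM single dose; Probe or stimulus: Near-saturating mannose-6-phosphate, 1.0 mM.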
# PPARg SRC-3 ag: PPARgamma agonists recruiting SRC-3 coactivator, primary screen, biochemical; biochemical PPARgamma/SRC-3 coactivator recruitment assay; activation, % at 8 µM; 200,000 tested, 0.26% active; AID 731, 2007; in the data active = activation above about 23%;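 note: 0% = DMSO and 100% = reference agonist; some compounds past the cut are filed as inactive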
# G6PDH CS: L. mesenteroides G6PDH inhibitors, counter-screen for G6PDH-coupled screening assays, biochemical, Leuconostoc mesenteroides enzyme; AID 1020, 2008; inhibition, % at 5 µM; Purified L. mesenteroides G6PDH, diaphorase/resazurin coupled fluorescence, 45 min; 200,000 tested, 0.12% active; in the data active = inhibition above about 50%
# Diaph inh CS: diaphorase inhibitors and chemical oxidizers, primary screen, counter-screen for diaphorase-coupled primary assays, biochemical, uHTS, resorufin fluorescence; diaphorase resazurin-to-resorufin fluorescence, NADH, 16 min; bacterial (C. kluyveri) enzyme, not human; inhibition, % at 20 µM; 190,000 tested, 0.69% active; AID 1217, 2008;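 active = primary screen inhibition at 20 µM above a set limit, cut at about 50% in these data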;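 note: plate controls were DMSO with full reaction for no effect and wells lacking NADH for full effect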
#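 Benchmarks: positive control wells lacking NADH, neutral wells with DMSO only. System: bacterial diaphorase enzyme (C. kluyveri). Input: 0.14 U/mL diaphorase, enzyme working solution. Detection: resorufin fluorescence, excitation 544 nm, emission 590 nm. Times: 16-min room-temperature incubation before reading.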
# PMI act: activators of human PMI, primary screen, biochemical, fluorescence intensity, near-Km mannose 6-phosphate; activation factor at 20 µM; purified human PMI, coupled resazurin fluorescence, 20 min; stronger effect = higher value; 1 = vehicle control, 0 substrate-free wells; Mannose-6-phosphate isomerase (Homo sapiens), P34949; AID 1214, 2008; 190,000 tested, 0.005% active;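 active = activation factor of 2 or more at 20 µM, relative to plate controls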
# S1P3 antag: S1P3 receptor antagonists, primary screen, cell-based; Sphingosine 1-phosphate receptor 3 (Homo sapiens), Q99500; CHO S1P3 NFAT-BLA reporter, FRET fluorescence, antagonist mode; inhibition, % at 4.98 µM; 170,000 tested, 0.27% active; AID 485, 2006;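 active = inhibition above the plate cutoff, the mean inhibition of test wells on that plate plus 3 SD, cut at about 28% in these data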;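 note: cells challenged with S1P at its EC80 of 0.8 µM; blue over green emission ratio from cleaved BLA substrate after 4 h stimulation; 0% = S1P-stimulated wells and 100% = unstimulated DMSO-only wells; some compounds past the cut are filed as inactive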
# ROMK mod: ROMK potassium channel modulators, primary screen, cell-based, thallium flux, MLSMR library; Tet-inducible ROMK, thallium flux fluorescence; actives lie on both sides; B-score at 10 µM; 130,000 tested, 2% active; AID 1918, 2009;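 active = signal ratio slope over the read window, or its plate-corrected B-score, at least 3 SD from the plate mean, either direction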;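 note: B-score of the F/F0 ratio slope over 7 to 12 s after thallium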
# The depositor's hits bear a star; nt = no result given.
SMILES,PPARg SRC1 recr,Diaphorase act,PPARg SRC-2 ag,SRC2 TRFRET art,PMI act hi M6P,PPARg SRC-3 ag,G6PDH CS,Diaph inh CS,PMI act,S1P3 antag,ROMK mod
CCC(=O)NC(=Nc1nc2ccccc2s1)NC(=O)CC,2,0.9,-2,1548,1.1,-7,0,10,1,85*,-0.69
COc1ccc(N/C=C\C(=O)c2ccc(Br)cc2)cc1OC,-4,1,9,1691,1,4,-5,2,0.8,0,nt
CCOc1cc(NC(=S)NCCCN2CCOCC2)c(OCC)cc1NC(=O)CC(C)C,4,0.9,-4,1410,0.7,-2,6,12,0.9,nt,nt
CC(=O)c1cn(C)c(=O)n(C)c1=O,1,0.9,2,1551,1,-4,3,10,1,-4,0.47
Cn1c(C(=O)OCC(=O)NCc2cccs2)cc2sccc21,8,0.8,10,1470,0.9,2,14,18,1,-23,nt
Cc1ccc2nc(NC(=O)C3CCN(S(=O)(=O)c4cc([N+](=O)[O-])ccc4Cl)CC3)sc2c1,1,0.7,3,1580,0.8,2,-14,27,1,-7,nt
Cc1cc2c(cc(C(=O)O)n2C)s1,3,0.9,-3,1430,1,-4,0,5,1,-5,nt
CCOc1cc(CNc2ccc3c(c2)OCCO3)cc(Br)c1OCC(N)=O,1,0.8,2,1349,0.7,3,11,23,0.8,nt,nt
O=C1CCC/C(=N\NC(=O)COc2ccc(Cl)cc2)C1,-2,1,2,1850,1.1,-2,11,4,1.2,-12,-0.13
Cc1ccc(OC(=O)c2ccc(Br)o2)cc1,-2,0.9,5,1315,1,-9,5,14,1,nt,nt
Cc1ccc2c(c1)cc(CN(Cc1cccnc1)C(=O)NCc1ccccc1)c1nnnn12,2,0.9,9,1694,0.9,2,-30,14,0.9,nt,nt
COc1cc(CCC(=O)OCC(=O)NCc2ccccc2)cc(OC)c1OC,16,0.9,6,1682,1,6,2,7,1.1,-19,-0.15
O=c1c2ccccc2nc2n1C(CSCc1ccc(Cl)cc1Cl)CS2 (stereo not given),5,0.6,7,1442,1,7,6,35,0.9,nt,-0.56
CC(Sc1ccc2nnc(-c3ccc(F)cc3)n2n1)C(=O)O (stereo not given),5,0.5,6,1680,2.2*,9,0,47,1.3,-14,nt
CC(C)c1cc(C(=O)N2CCN(C(c3ccccc3)c3ccccc3)CC2)no1,4,0.8,3,1692,0.9,0,10,19,1,-9,-2.8
Cc1csc(SCC(=O)NCc2ccccc2)n1,7,1,0,1510,1,-1,3,1,1,-3,-0.82
Cc1ccc(S(=O)(=O)N(C)Cc2ccc(C(=O)N/N=C/c3ccc(OC(F)F)cc3OC(F)F)cc2)cc1,2,0.9,-6,1459,0.9,0,8,14,0.8,5,-0.0039
CCn1cc(CN2CCc3c([nH]c4ccccc34)C2c2cccc(OC)c2OC)c(C)n1 (stereo not given),-9,1.1,-3,1406,1,0,12,-7,0.9,-3,-0.044
COc1ccc(-c2nn(-c3ccccc3C)cc2CNCCc2cnc[nH]2)cc1F,0,1.3,-1,1719,1.1,1,4,-33,1,-8,-0.015
Cc1ccc(/C=C2\C(=O)Nc3ccccc32)o1,2,0.9,-5,1462,0.9,2,-2,12,1.1,4,nt
O=C(Nc1ccc(Br)cc1)c1cccc(S(=O)(=O)Nc2cnc3ccccc3c2)c1,-2,0.7,0,1407,0.8,2,6,26,0.7,9,-0.49
CC1CCc2c(sc3ncn(Cc4ccc(C(=O)O)cc4)c(=O)c23)C1 (stereo not given),6,0.8,6,1544,0.9,-3,10,15,0.9,-20,0.036
COc1ccc(OC)c2sc(NC(=O)C3COc4ccccc4O3)nc12 (stereo not given),13,nt,16,1601,nt,5,nt,nt,nt,-5,nt
C=CCC1(O)CC(c2ccco2)NC(c2ccco2)C1CCC (stereo not given),-6,0.9,3,1456,1,6,6,12,1,nt,-1.2
O=C(NCc1cccnc1)c1cc(Sc2ccc(F)cc2F)nc2ccccc12,-4,0.8,-1,1578,0.9,4,-12,23,0.9,5,nt
COc1ccc(N2CC(C(=O)OCC(=O)c3cccc(OC)c3)CC2=O)cc1 (stereo not given),4,0.9,2,1523,0.9,1,11,10,0.9,4,0.029
CCOC(=O)c1ccc(N2CC(O)=C(c3nc4ccccc4c(=O)[nH]3)C2=N)cc1,2,0.6,6,1547,0.9,2,-2,38,0.8,nt,-0.54
Cc1ccnc(NC(=O)CSc2cc(=O)n(C)c3ccccc23)c1,74*,1.2,75*,3578*,1,96*,6,-21,1.1,-10,nt
CCOc1cc2c3c(c1)C1(OCCO1)C(=O)N3C(C)(C)CC2C (stereo not given),3,0.9,12,1591,0.9,10,3,8,0.9,-30,0.0012
CCCC(=O)NC(C)c1nc2ccccc2n1CC (stereo not given),2,0.9,2,1759,0.9,9,-13,15,0.9,-28,nt
CCC(C)(C)NC(=O)C(c1ccccn1)N(C(=O)c1csnn1)C1CCCCC1 (stereo not given),6,1,3,1633,1,1,4,-2,1,-12,-0.0027
COc1ccc(C(c2nnnn2Cc2ccc(F)cc2)N2CCN(c3ccccc3)CC2)cc1 (stereo not given),0,0.9,-6,1612,1,0,10,14,1,34,0.25
C=CCn1c(-c2ccc(S(=O)(=O)N3CCOCC3)cc2)csc1=Nc1ccccc1,4,0.8,2,1740,1,-3,-3,18,1,nt,nt
COCCNC(C)C(=O)C12CC3CC(CC(C3)C1)C2 (stereo not given),-5,1,-4,1464,1.1,-4,-2,0,1,14,nt
CCc1ccccc1NC1Nc2cc(C)nn2S1 (stereo not given),5,0.8,1,1626,0.7,4,10,17,0.3,8,-0.43
O=C(N/N=C/c1cc(Br)c(Br)o1)C(O)c1ccccc1 (stereo not given),1,0.6,-6,1498,0.9,1,6,45,1.1,5,nt
S=C(NC1CCCCC1)N1CCc2ccccc2C1,4,0.8,9,1429,0.9,8,4,17,0.9,24,nt
Cc1scc(C(=O)N/N=C/c2ccco2)c1C,6,0.9,7,1576,1,0,2,11,1,nt,nt
CC1=Nc2ccccc2/C1=C/c1sc(=S)n(-c2cccc(C(=O)O)c2)c1O,4,0.7,-1,1524,0.7,-1,5,26,0.9,2,-4.6*
CC(C)(C)NS(=O)(=O)c1ccc2nc(NC(=O)c3ccc(N4C(=O)CCC4=O)cc3)sc2c1,-5,0.9,-8,1579,1,-6,1,5,0.9,-21,1.3
CCOC(=O)c1c(C)oc2c1c(C(c1ccccc1)N1CCOCC1)c(O)c1ccccc12 (stereo not given),-1,0.6,8,1454,0.7,5,16,36,0.6,nt,-0.0058
CCOCC(=O)Nc1ccccc1C(=O)O,1,0.9,3,1404,1,1,6,11,1,-24,nt
Cc1cc(C(=O)Nc2c(C)nn(Cc3ccc(Cl)cc3)c2C)no1,7,1,-2,1520,1.1,2,9,-3,1.1,-16,1.2
COc1ccc(Cn2c(N)c(C#N)c3nc4ccccc4nc32)cc1,1,0.9,7,1707,0.8,5,-15,8,0.8,nt,nt
CC(C)(C)NC(=O)CCCSc1nc2ccccc2s1,7,1,5,1705,1.1,0,2,2,1.1,-6,-0.01
CN(C)CCCNC(=O)c1ccc(/C=N/O)nc1,2,1,5,1491,1.1,2,6,-1,1,-6,-0.54
O=C(O)c1ccc(S(=O)(=O)c2ccc3c(c2)C(=O)N(CC2CCCO2)C3=O)cc1 (stereo not given),2,0.9,-4,1442,1,-8,4,12,1,-15,0.51
COc1ccc(CNc2nc(NCc3ccc(OC)cc3)n(C(=O)c3ccccc3[N+](=O)[O-])n2)cc1,2,0.8,-2,1418,0.7,-4,4,20,0.7,nt,nt
COc1ccc(OC)c(C2=NOC(C(=O)Nc3ccccc3SC)C2)c1 (stereo not given),-2,0.8,10,1445,0.9,4,-5,17,0.9,nt,nt
CCN(c1ccccc1)S(=O)(=O)c1ccc2[nH]c(=O)[nH]c2c1,-5,0.8,-2,1719,0.6,0,13,22,0.9,-12,nt

# Rewritten with two lines to a compound: part of the list above
# Each structure is followed by: PPARg SRC1 recr	Diaphorase act	PPARg SRC-2 ag	SRC2 TRFRET art	PMI act hi M6P	PPARg SRC-3 ag	G6PDH CS	Diaph inh CS	PMI act	S1P3 antag	ROMK mod
- CCOC(=O)c1c(C)oc2c1c(C(c1ccccc1)N1CCOCC1)c(O)c1ccccc12 (stereo not given)
  -1	0.6	8	1454	0.7	5	16	36	0.6	nt	-0.0058
- COc1ccc(CNc2nc(NCc3ccc(OC)cc3)n(C(=O)c3ccccc3[N+](=O)[O-])n2)cc1
  2	0.8	-2	1418	0.7	-4	4	20	0.7	nt	nt
- O=C(NCc1cccnc1)c1cc(Sc2ccc(F)cc2F)nc2ccccc12
  -4	0.8	-1	1578	0.9	4	-12	23	0.9	5	nt
- COc1ccc(-c2nn(-c3ccccc3C)cc2CNCCc2cnc[nH]2)cc1F
  0	1.3	-1	1719	1.1	1	4	-33	1	-8	-0.015

# Next part:
SMILES,PPARg SRC1 recr,Diaphorase act,PPARg SRC-2 ag,SRC2 TRFRET art,PMI act hi M6P,PPARg SRC-3 ag,G6PDH CS,Diaph inh CS,PMI act,S1P3 antag,ROMK mod
Cc1ccc(NCc2nnc(SCC(=O)N3CCc4ccccc43)n2C)cc1,-1,0.8,8,1713,0.9,0,5,21,0.9,1,nt
Cc1ccc2c(c1)cc1c(=O)[nH]ncn12,7,0.9,-4,1641,1,10,8,6,1,nt,nt
CCOc1ccc(NC2=NC(C(=O)NCc3ccccc3)CC(=O)N2)cc1 (stereo not given),1,0.9,0,1439,1,0,-1,9,1,-5,nt
CC(C)C(OC(=O)c1cccs1)C(=O)NCc1ccc2c(c1)OCO2 (stereo not given),11,0.9,4,1638,1,7,25,7,1,-9,0.32
Cc1ccsc1C(=O)N/N=C/c1ccc([N+](=O)[O-])cc1,4,1,-4,1638,1,1,4,3,1,-3,-0.18
Cc1cccc(NS(=O)(=O)c2c(C)n[nH]c2C)c1,4,0.9,7,1654,0.9,7,4,13,0.9,nt,nt

# Rows were taken by chance. Share with any hit: about 3.3%.
